Source: PubChem BioAssay (several laboratories)
Rev-erbA mod: Rev-erb alpha (human) modulation. P20393. Rev-erbα–FITC-DNA binding, fluorescence polarization, 90 min. activity, % at 10 µM. actives 0.79% (n = 370,000);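 active = activity above about 14%, limit read from the data; passing the limit was not always enough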;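 note: 0% = DMSO wells with 35 nM protein and 100% = DMSO wells with 750 nM protein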
DAX1 inh-1: inhibits human nuclear receptor DAX1; P51843; HEK293 Gal4-DAX1 luciferase reporter, luminescence; inhibition, % at 6.75 µM; actives 0.99% (n = 340,000); AID 504766;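 active = inhibition above the mean over all tested compounds plus 3 SD, cut at about 4.2% in these data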;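 note: 0% = DAX1-transfected cells with DMSO and 100% = empty-vector control cells with DMSO; inhibition shows as a rise in luminescence from relieved DAX1 repression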
Target sequence (P51843 207-470 limits assumed): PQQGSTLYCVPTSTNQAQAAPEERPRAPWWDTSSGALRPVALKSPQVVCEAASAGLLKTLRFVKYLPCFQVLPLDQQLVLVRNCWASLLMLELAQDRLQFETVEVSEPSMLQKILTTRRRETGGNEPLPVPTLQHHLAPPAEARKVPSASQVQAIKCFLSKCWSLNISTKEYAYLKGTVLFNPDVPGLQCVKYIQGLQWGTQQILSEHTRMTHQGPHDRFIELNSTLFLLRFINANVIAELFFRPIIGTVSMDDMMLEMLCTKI
GAA850 FXN act: increases GAA850 frataxin promoter reporter activity | AID 540364 | actives 0.56% (n = 360,000) | activation, % at 6 µM | HEK293 lucGAA850 FXN promoter luciferase reporter, 24 h; percent of 10 µM SAHA response;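 active = activation above the average of all compounds screened plus 3 SD, cutoff fixed separately per campaign, cut at about 7.5% in these data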;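 note: 0% = DMSO wells and 100% = 10 µM SAHA wells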
HGIII-sPLA2 inh: Inhibits HGIII-sPLA2 liposome hydrolysis, primary screen. actives 0.56% (n = 370,000). QFRET BODIPY PC-A2 liposome hydrolysis, fluorescence. inhibition, % at 12.2 µM. AID 743126. Q9NZ20;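 active = inhibition above mean plus 3 SD of compounds lying within the high and low control bounds, cut at about 19% in these data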;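 note: 0% = median of test compound wells and 100% = no enzyme DMSO wells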
Target sequence (Q9NZ20 whole entry, looked up): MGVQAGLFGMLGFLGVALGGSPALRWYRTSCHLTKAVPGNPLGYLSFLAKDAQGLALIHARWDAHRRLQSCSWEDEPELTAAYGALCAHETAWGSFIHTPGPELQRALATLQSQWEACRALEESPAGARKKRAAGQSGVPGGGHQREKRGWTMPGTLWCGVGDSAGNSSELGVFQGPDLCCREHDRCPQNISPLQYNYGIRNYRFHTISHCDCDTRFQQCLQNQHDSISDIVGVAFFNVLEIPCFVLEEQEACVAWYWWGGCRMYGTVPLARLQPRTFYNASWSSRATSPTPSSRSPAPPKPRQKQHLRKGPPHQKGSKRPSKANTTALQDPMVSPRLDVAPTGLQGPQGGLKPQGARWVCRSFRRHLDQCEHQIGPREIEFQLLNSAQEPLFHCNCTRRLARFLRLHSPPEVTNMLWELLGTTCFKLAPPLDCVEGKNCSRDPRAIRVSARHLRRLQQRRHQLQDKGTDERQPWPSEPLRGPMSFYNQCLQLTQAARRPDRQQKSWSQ
PG9 Ab binder: binds the HIV-1 gp120 antibody PG9. TR-FRET gp120-PG9 antibody binding. inhibition, % at 6.7 µM. actives 0.43% (n = 360,000). AID 624416; in the data active = inhibition above about 8.5%
hcDAF12 agonist: activates DAF-12 receptor from parasite H. contortus | actives 1.4% (n = 370,000) | AID 652067 | activation, % at 6.8 µM | HEK293 hcDAF-12 lit1-tk-luc reporter, luminescence; 0% DMSO, 100% Δ7-dafachronic acid;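 active = activation above the mean of all tested compounds plus 3 SD, cut at about 5.5% in these data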;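 note: 100% = response to 3 µM Δ7-dafachronic acid high control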
PLCb3 inh: inhibitors of human phospholipase C beta3. actives 0.18% (n = 370,000). inhibition, % at 12.2 µM. Q01970. Purified PLC-beta3, fluorogenic substrate, fluorescence; in the data active = inhibition above about 11%;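 note: 0% = median of compound wells on plate and 100% = full blocker control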
DAX1 inh-2: blocks DAX1 repression of SF-1 activated StAR promoter; HEK293T StAR-luciferase reporter, SF-1/DAX-1 repression relief; inhibition, % at 6.8 µM; actives 1.1% (n = 370,000); AID 652010;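 active = inhibition above the mean over all tested compounds plus 3 SD, cut at about 3.6% in these data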;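 note: 0% = DAX-1 cells with DMSO and 100% = cells lacking DAX-1 with DMSO; higher inhibition means more luminescence from relief of DAX-1 repression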
ssDAF-12 act: activators of S. stercoralis DAF-12 nuclear receptor; HEK293 ssDAF-12/GRIP1 lit1-tk-luc reporter, luminescence; % of 3 µM dafachronic acid response; activation, % at 6.8 µM; actives 1% (n = 370,000); AID 652126;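 active = activation above the mean over all tested compounds plus 3 SD, cut at about 0.9% in these data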;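 note: 0% = DMSO-only wells and 100% = 3 µM delta7-dafachronic acid wells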
hgDAF12 agonist: hgDAF-12 agonism, primary luciferase screen. HEK293 GAL4-hgDAF12 UAS-luciferase reporter, agonist luminescence; normalized to butyrate control. activation, % at 6.8 µM. actives 1.8% (n = 370,000). AID 687014;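 active = activation above a cutoff set at the mean of all screened compounds plus 3 SD, cut at about 10% in these data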;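 note: 0% = DMSO wells and 100% = sodium butyrate wells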
SMARCA2 act: activators of SMARCA2 function. MG213 cells, MMTV-luciferase reporter, dexamethasone, overnight. activation, % at 9.1 µM. actives 1% (n = 370,000); in the data active = activation above about 7.8%;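 note: 0% = vehicle wells and 100% = reference activator wells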
* hit, by the source's call; i = inactive; / = no result given; & = joins results of further samples.

SMILES	Rev-erbA mod	DAX1 inh-1	GAA850 FXN act	HGIII-sPLA2 inh	PG9 Ab binder	hcDAF12 agonist	PLCb3 inh	DAX1 inh-2	ssDAF-12 act	hgDAF12 agonist	SMARCA2 act
O=C1CNC(=O)N1CC(=O)N1CCCc2ccccc21	-2	1.4	-1.5	5	0.1	0.5	-1	0.1	-1.4	2.3	0
CC(=O)c1cccc(CN2CCN(CCc3ccccc3)C(CCO)C2)c1 (stereo not drawn)	-3	-0.1	0.8	10	-1.0	0.4	0	1.6	-0.9	0.7	-2
COCCCNC(=S)NC1CCCCC1	-4	-0.7	2.0	4	-1.6	0.9	2	0.4	-0.8	1.1	-1
O=C(CNC(=O)c1ccc(S(=O)(=O)N2CCCC2)cc1)N/N=C/c1ccc(Cl)cc1Cl	1	-0.9	2.7	10	-2.5	0.5	-2	-0.3	-1.2	1.0	-3
CCCCc1cn(C[C@H]2CC[C@@H]([C@@H]3CC[C@H](Cn4cc(CCCC)nn4)O3)O2)nn1	-2	-0.5	-2.9	-7	-2.4	-2.5	-1	-0.4	-1.0	-0.3	1
Cn1c(SCC(=O)N2CCN(c3ccccc3)CC2)nnc1-c1ccncc1	4	-1.0	0.1	-3	-1.9	-2.0	6	0.3	-1.3	-2.9	-2
CCCC(NC(=O)CCc1c(C)c2cc3c4c(oc3c(C)c2oc1=O)CCCC4)C(=O)O (stereo not drawn)	-7	-1.1	-4.1	-21	0.5	-4.4	i	-0.5	-1.8	-8.0	-6
COc1ccc(NC(=O)CCN2CCN(c3ccc(F)cc3)CC2)cc1	3	-1.0	1.4	2	-1.9	1.4	-2	-0.1	-1.1	1.2	1
Cc1cccc(CNC(=O)c2ccccc2N)c1	-2	-0.1	7.0	5	2.4	-1.7	-93	-0.2	-1.2	0.0	-2
CCN(CC)c1ccc(S(=O)(=O)N2CCCCC2)cc1NC(=O)C1CCC1	4	-0.6	2.9	6	1.8	-0.7	-3	-1.2	-1.2	-0.9	-2
CC(C)NC(=O)C12CC3CC(C1)CC(n1cnc(Cl)n1)(C3)C2	-5	1.0	0.6	4	1.5	-1.7	2	-0.5	-1.3	-0.4	0
O=C1CC(c2ccc(F)cc2)Sc2nc(-c3ccccc3)c(-c3ccccc3)n21 (stereo not drawn)	3	0.4	2.5	2	0.1	1.4	-13	0.5	-0.6	-1.3	-2

Copied from the list.
Rev-erbA mod result of Cn1c(SCC(=O)N2CCN(c3ccccc3)CC2)nnc1-c1ccncc1 → 4
DAX1 inh-1 result of CCN(CC)c1ccc(S(=O)(=O)N2CCCCC2)cc1NC(=O)C1CCC1 → -0.6

Following part:
SMILES	Rev-erbA mod	DAX1 inh-1	GAA850 FXN act	HGIII-sPLA2 inh	PG9 Ab binder	hcDAF12 agonist	PLCb3 inh	DAX1 inh-2	ssDAF-12 act	hgDAF12 agonist	SMARCA2 act
CCN(CC(=O)Nc1ccc(OC)cc1)C(=O)CCc1nc2ccccc2c(=O)[nH]1	5	1.3	1.5	-10	4.6	0.7	-25	-1.0	-0.3	2.9	1
Cc1cccc(C)c1NC(=O)c1c(-c2ccccc2)noc1C	3	-0.2	-2.6	4	-0.9	-1.6	-123	-0.5	-1.0	-1.5	0
Cc1ccc(SCC(=O)OCC(=O)NC2CCCCCC2)cc1	-2	0.8	-1.6	-13	-0.5	1.5	-10	2.2	-1.3	-0.9	1
CC1CCCN(C2(O)C(=O)Nc3ccc(Br)cc32)C1 (stereo not drawn)	1	-0.8	-0.9	1	0.3	-1.6	-7	-0.3	-0.9	3.6	1
CC(C)C[C@H]1CN(CCCC[C@@H]2CNC(=O)C(=O)N2CCc2ccccc2)C(=O)C(=O)N1CCc1ccc(O)cc1	-2	/	/	-8	-0.6	2.5	2	0.7	-0.8	-1.4	-5
Cc1ccccc1-c1nc2sc3c(c2c(=O)o1)CCC3	7	-0.6	-1.9	-3	-0.5	-1.0	-10	-0.2	-1.2	0.2	0
COc1ccccc1N1CCN(S(=O)(=O)c2c(C)sc3ncn(CC(=O)NCCN(C)C)c(=O)c23)CC1	-3	-1.1	0.4	5	0.2	-0.1	-8	-0.2	-0.9	0.1	0
CC(=O)Nc1ccc(Nc2nc3ccccc3nc2NS(=O)(=O)c2ccc(Cl)c([N+](=O)[O-])c2)cc1	1	-0.7	-0.4	-81	-1.6	0.7	1	-0.7	-0.6	-0.7	-1
Cc1ccc(-c2nc(CCN3C(=O)c4ccccc4C3=O)cs2)cc1	-1	-0.3	-1.9	-3	-4.0	1.2	5	1.9	-1.0	0.3	-2
CCN(CC(=O)Nc1ccc(NC(C)=O)cc1)C(=O)/C=C/c1ccc(C)o1	-1	-0.7	-1.8	-8	-1.1	0.6	-4	0.8	-0.8	4.2	2
CN(C)CCNc1oc(-c2ccccc2Cl)nc1S(=O)(=O)c1ccccc1	3	1.6	-1.1	11	-0.4	-1.8	-7	-1.0	-1.0	0.3	-1
CCc1ccc(CNC(=O)c2ccc3nc(C4CCCCC4)oc3c2)nc1	5	0.7	1.5	-13	-3.1	1.0	-16	-1.4	0.1	2.5	-1
CC(=O)Nc1ccc(S(=O)(=O)N2CCC(C(=O)c3ccc(Cl)cc3)CC2)cc1	-4	-1.8	1.6	-4	-2.9	-4.3	-4	-1.0	-1.9	-4.2	-3
CCOc1ccc(NC(=O)Cn2nc(-c3ccccc3Cl)n(CC)c2=S)cc1	2	-1.7	-3.6	-8	0.7	-1.8	-3	-1.4	-1.6	0.5	-1
CCSC(=O)NC1CCCCC1	-1	/	1.9	-3	0.1	-1.0	-1	-0.2	-1.0	-0.6	-5
O=C(COC(=O)Cc1cccc(C(F)(F)F)c1)NCC1CCCO1 (stereo not drawn)	3	-1.6	0.6	-4	0.0	-1.7	4	-0.6	-1.6	2.1	3
COC(=O)[C@]1(CC(C)C)N[C@H](c2ccc(-c3ccc(F)cc3)cc2)[C@@H]2C(=O)N(C)C(=O)[C@@H]21	-3	0.1	-2.0	-3	-1.4	-1.8	-3	0.4	-0.8	-1.8	-1
Clc1ccc2nc(N3CCCCC3)[nH]c2c1	-4	1.4	0.1	17	-1.8	5.7*	8	4.5*	0.3	20*	1
COC(=O)C1CCN(CC(=O)Nc2ccc(C(=O)Nc3ccccc3OC)cc2)CC1	-3	-1.1	2.0	-6	-0.9	-1.1	0	-1.0	-0.8	1.3	-3
C[C@H](NC(=O)c1nc[nH]c1C(=O)N1CCN(C(=O)OC(C)(C)C)CC1)C(=O)OC(C)(C)C	0	-0.6	1.2	-3	0.1	-1.3	6	-0.3	-0.4	1.0	-1
COc1ccc(CCN(C)C(=O)C2CCCN(Cc3ccc(OC)c(OC)c3)C2)cc1OC (stereo not drawn)	0	-0.7&-0.8	-1.1&0.8	1	-4.2	-0.9	0	0.5	-0.9	2.2	2
O=C(CSc1n[nH]c(=O)n1C1CC1)Nc1ccc(F)c([N+](=O)[O-])c1	2	1.0	0.9	-3	-0.3	-1.1	-1	-1.9	-0.3	0.1	4
O=C(Nc1cccc(C(=O)N2CCOCC2)c1)c1cncc(Br)c1	4	0.2	0.0	-3	-1.4	-0.8	3	1.5	-0.9	-1.8	1
O=C(CCN1C(=O)NC2(CCCC2)C1=O)Nc1ccc(Sc2ccc(Br)cc2)cc1	0	0.2	0.6	-7	-1.0	-2.1	-1	-1.9	-1.6	6.7	4
Cc1cccc(OCC(=O)Nc2nccs2)c1C	5	1.9	0.2	9	-0.7	8.6*	-8	12*	0.6	12*	3
CC(C)(C)c1ccc(-c2n[nH]c(=S)n2CC2CCCO2)cc1 (stereo not drawn)	-3	-0.6	-1.4	14	-0.1	-1.9	-4	0.5	-1.8	-0.9	-2
CCOCCOC(NC(=O)c1ccccc1)(C(F)(F)F)C(F)(F)F	-1	0.0	1.4	5	-0.4	-0.2	2	0.1	-1.0	1.2	-1
Cc1nc(C(N)=O)nc2ccccc12	-3	0.0	1.4	10	0.1	1.2	2	0.0	-0.1	-0.1	1
O=C(OCc1ccco1)c1ccc(S(=O)(=O)N2CCCCC2)cc1	6	0.7	2.5	8	0.8	0.7	2	0.2	-1.0	-0.8	-1
O=C(OC(C(=O)NCc1ccc2c(c1)OCO2)c1ccc(Cl)cc1)c1ccco1 (stereo not drawn)	8	0.5	-0.1	-12	-0.2	-0.3	0	0.7	-1.4	-1.4	-7
O=S(=O)(c1ccc(OCC(O)CN2CCCC2)cc1)N1CCOCC1 (stereo not drawn)	-1	2.9	0.0	2	-2.0	-1.6	2	-0.5	-0.8	-0.7	4
CCN=C1SC(CC(N)=O)C(=O)N1CC (stereo not drawn)	-5	-0.1	-0.2	1	0.6	-0.2	0	-0.1	-1.4	-2.7	-4
O=S(=O)(c1ccccc1)N1CCN(C2CCN(Cc3ccccc3)CC2)CC1	3	-0.5	0.0	-3	-0.3	-1.1	0	0.9	-0.8	-1.1	2
CC1(C)Cc2c(c(N3CCCCC3)[nH]c(=S)c2C#N)CS1	2	0.8	-0.9	-1	0.1	-0.1	-8	-0.2	-0.8	0.2	0
CCN(C(=O)COC(=O)C1CC1)c1c(N)n(Cc2ccccc2)c(=O)[nH]c1=O	-1	0.9	1.1	16	0.2	-0.1	-12	-0.3	-1.2	-4.2	0
CNC(=O)NC(=O)C(OC(=O)CCNS(=O)(=O)c1ccccc1)c1ccccc1 (stereo not drawn)	2	0.6	0.5	-8	-0.5	7.2*	-7	0.4	-0.4	1.4	1
O=C(CCC(=O)OCc1cccc(C(=O)Oc2ccccc2)c1)Nc1cccc2ccccc12	3	0.6	3.7	-9	-1.6	3.5	-1	0.0	-1.0	4.8	2
CN(C)c1ccc(N=Nc2ccccc2C(=O)OCC(=O)NC2CCCC2)cc1	22	-0.5	2.0	20*	0.3	1.3	1	0.1	-1.0	2.4	1
Cc1c(C(=O)N2CCCCC2)c(S(=O)(=O)NCc2ccc(N(C)C)cc2)c(C)n1C	-3	0.0	0.9	4	-2.0	-2.5	-4	-0.2	-0.8	-0.1	-1
C=CCOc1ccccc1CNn1nnnc1N	-1	-0.9	0.4	3	-3.4	-0.7	2	-0.4	-1.7	-1.4	-3
Cc1ccc(C)n1-n1c(C)nc2sc(-c3ccccc3)cc2c1=O	2	0.3	1.9	-13	2.5	-0.9	-3	-0.8	-1.0	4.5	3
CN(C)c1ccc(-c2n[nH]c(=S)n2-c2ccccc2)cc1	-2	0.6	-0.6	13	3.1	-2.1	-20	-1.1	-2.1	-4.4	-1
COc1ccc(CC(NC(C)=O)C(=O)NC2CCN(C(=O)Nc3ccccc3C)CC2)cc1OC (stereo not drawn)	1	-0.7	1.0	17	-0.2	2.9	-5	0.0	-0.8	-0.4	-2
CCOC(=O)c1sc(NC(=O)c2ccc(C)s2)cc1C	12	1.2	4.0	-6	1.6	3.5	-199	2.6	0.5	9.0	0
CCCCNc1c(-c2ccc(F)cc2)nc2nc(C)cc(C)n12	-7	/	/	9	-2.8	-0.5	-106	-1.1	-0.6	2.5	-1
